Bioassay records deposited in PubChem BioAssay by National Center for Advancing Translational Sciences (NCATS).
ALDH1A1 inh: qHTS Assay for Inhibitors of Aldehyde Dehydrogenase 1 (ALDH1A1) | Purified ALDH1A1, NADH fluorescence, propionaldehyde substrate | Potency, µM (highest dose often 75.3 µM), without a hit: at the top dose activity, negative = inhibition, usual class: inhibitors | actives 7.3% (n = 220,000); active = well fitted inhibition curve with a large enough effect, not every such curve was filed as active; inconclusive = small, poorly fitted or top-dose-only effect, or another doubt; inactive = no such curve, though single readings can be large or run the other way;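 also: plate controls were no enzyme wells and a reference inhibitor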
TRb-SRC2 inh: qHTS for Inhibitors of the Interaction of Thyroid Hormone Receptor and Steroid Receptor Coregulator 2; Potency, µM (doses to about 106 µM), for inactives: top-dose activity change, negative = inhibition, most hits filed as inhibitors; TRbeta-SRC2 peptide binding, fluorescence polarization; receptor liganded with 1 µM T3; Thyroid hormone receptor beta (Homo sapiens), P10828; actives 0.065% (n = 280,000); AID 1469, 2008;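 also: plate controls were bound peptide for no effect and peptide without receptor for full effect; nearly all actives have a fitted effect of over 50% in size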
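Fluorescence polarization of 20 nM Texas Red SRC2 peptide with 0.6 uM human TRb ligand-binding domain, in Tris buffer with 1uM T3 and 5% DMSO. Incubated 5 hr ambient; normalized to unbound and bound controls.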
TR SRC2 fluor cs: Total Fluorescence Counterscreen for Inhibitors of the Interaction of Thyroid Hormone Receptor and Steroid Receptor Coregulator 2 | TRb/SRC2 Texas Red total fluorescence interference | actives 0.29% (n = 280,000) | AID 1479, 2009 | Potency, µM (series often up to 106 µM), without a hit: at the highest dose fluorescence change, negative = quenching; active = well fitted curve in either direction with a large enough effect; inconclusive = small, poorly fitted or top-dose-only effect; also: % is scaled to controls: 0 for no effect and ±100 for the full control effect
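Flags fluorescent or light-absorbing compounds by total fluorescence, S + 2P, at 555 nm excitation and 632 nm emission. Mixture: 20 nM Texas Red SRC2 peptide, 0.6 uM human TRb LBD, 1 uM T3, 5% DMSO; compound exposure 5 h at ambient temperature.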
KDM4E inh: qHTS Assay for Inhibitors of Human Jumonji Domain Containing 2E (JMJD2E) | Lysine-specific demethylase 4E (Homo sapiens), B2RXH2 | JMJD2E catalytic domain, FDH-coupled NADH fluorescence (FDH is formaldehyde dehydrogenase) | Potency, µM (top dose mostly 57.1 µM), for inactives: at the highest dose activity change, negative = inhibition, hits mostly inhibitors | actives 1.6% (n = 230,000) | AID 2147, 2009; active = well fitted inhibition curve with a large enough effect, not every such curve was filed as active; inconclusive = small, poorly fitted or top-dose-only effect, or another doubt; inactive = no such curve, though single readings can be large or run the other way;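 also: 0% = wells with enzyme and -100% = buffer wells without enzyme; nearly all actives have a fitted effect of over 50% in size; many of its hits are not listed in these tables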
Target sequence (B2RXH2 1-337 limits assumed): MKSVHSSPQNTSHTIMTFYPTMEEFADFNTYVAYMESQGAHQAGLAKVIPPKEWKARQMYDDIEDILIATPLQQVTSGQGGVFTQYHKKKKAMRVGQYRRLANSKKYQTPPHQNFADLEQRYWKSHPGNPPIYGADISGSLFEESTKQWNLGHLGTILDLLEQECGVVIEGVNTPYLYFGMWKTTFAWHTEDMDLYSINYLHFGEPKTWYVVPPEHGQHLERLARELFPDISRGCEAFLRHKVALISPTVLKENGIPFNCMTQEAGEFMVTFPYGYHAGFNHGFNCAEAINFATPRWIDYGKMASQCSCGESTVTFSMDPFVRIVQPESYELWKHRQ
SMN2 splice enh: qHTS Assay for Enhancers of SMN2 Splice Variant Expression; HEK293 SMN2-luciferase splicing reporter, luminescence, 30-36 h; Potency, µM (top dose mostly 46.1 µM), without a hit: top-dose activity change, positive = activation, actives largely listed as activators; actives 2.8% (n = 210,000); AID 1458, 2008; also: % of control where 0% means no effect; nearly all actives have a fitted effect of over 55% in size
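HEK293 cells carry an SMN2 […]–luciferase reporter in which exon 7 inclusion puts luciferase in frame. Cells were plated 10-12 h before compound addition, then incubated 30-36 h at 37C. ONE-Glo luminescence was read; sodium butyrate at 4.5 mM final served as control.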
Lamin A splicing: qHTS Assay for Modulators of Lamin A Splicing | HeLa LMNA splicing GFP/RFP minigene ratio, 48 h | Potency, µM (highest dose often 46.1 µM), inactives show at the top dose ratio change, negative = inhibition, usual class: inhibitors | actives 0.01% (n = 200,000); active = well fitted inhibition curve with a large enough effect in the signal ratio, with a control signal flat, not every such curve was filed as active; inconclusive = small, poorly fitted or top-dose-only effect, or effect the other way, or a change in a side signal; the % refers to the signal ratio; also: % is scaled to controls: 0 for no effect and ±100 for the full control effect
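Read-out is the ratio of GFP to DsRed2 object intensity, acquired by 488 nm laser-scanning cytometry on HeLa lamin A-EGFP minigene reporter cells. Compound incubation 48 hrs at 37 °C in Opti-MEM with 2% FBS; DMSO 0.5% final.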
RECQ1 inh: qHTS Assay for Inhibitors of RecQ-Like Dna Helicase 1 (RECQ1). ATP-dependent DNA helicase Q1 (Homo sapiens), P46063. RECQ1 DNA unwinding, red fluorescence kinetic read. Potency, µM (top dose mostly 57.3 µM), without a hit: at the top dose activity, negative = inhibition, hits mostly inhibitors. actives 0.54% (n = 240,000). AID 2549, 2010;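 also: plate controls were vehicle for no effect and no enzyme for full effect; nearly all actives have a fitted effect of over 30% in size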
Target sequence (P46063 whole entry, looked up): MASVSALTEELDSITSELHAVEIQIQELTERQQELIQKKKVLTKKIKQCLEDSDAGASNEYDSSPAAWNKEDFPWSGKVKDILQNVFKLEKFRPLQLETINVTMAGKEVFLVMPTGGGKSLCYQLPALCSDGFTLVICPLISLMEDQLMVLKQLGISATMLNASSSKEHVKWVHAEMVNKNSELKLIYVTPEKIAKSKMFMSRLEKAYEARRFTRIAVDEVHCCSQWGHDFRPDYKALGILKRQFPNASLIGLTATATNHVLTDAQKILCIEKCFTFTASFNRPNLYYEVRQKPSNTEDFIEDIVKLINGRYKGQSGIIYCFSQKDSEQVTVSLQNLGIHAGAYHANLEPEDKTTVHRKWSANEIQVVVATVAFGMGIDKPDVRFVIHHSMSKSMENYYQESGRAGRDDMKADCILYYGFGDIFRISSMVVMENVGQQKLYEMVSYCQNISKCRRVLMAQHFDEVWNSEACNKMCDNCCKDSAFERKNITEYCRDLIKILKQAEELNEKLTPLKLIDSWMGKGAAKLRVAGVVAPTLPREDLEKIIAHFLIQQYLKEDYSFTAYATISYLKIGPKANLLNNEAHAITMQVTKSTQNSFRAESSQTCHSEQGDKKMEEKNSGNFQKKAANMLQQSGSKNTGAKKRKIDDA
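50 nM RECQ1T1 preincubated 15 min with compound in Tris pH 8.0 buffer with MgCl2, DTT, Tween-20 and 2.5 ug/ml poly(dI-dC); started with 200 nM TAMRA/BHQ-2 forked duplex and 2 mM ATP. Unwinding read as fluorescence (525/598 nm), two reads 2 h apart.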
GoLoco inh red: qHTS Assay for Inhibitors of RGS12 GoLoco Motif Activity (Red Fluorophore). Potency, µM (series often up to 61.6 µM), for the others: at the highest dose activity, negative = inhibition, usual class: inhibitors. actives 0.44% (n = 230,000). Gai1:RGS12 GoLoco peptide FP, rhodamine, 10 min. Guanine nucleotide-binding protein G(i) subunit alpha-1 (Homo sapiens), P63096. AID 880, 2007; active = well fitted inhibition curve with a large enough effect, not every such curve was filed as active; inactive = no such curve, though single readings can be large or run the other way; also: % is scaled to controls: 0 for no effect and ±100 for the full control effect; nearly all actives have a fitted effect of over 30% in size; many of its hits are not listed in these tables
Active calls of the source: *; i = inactive; ? = inconclusive; . = not tested or not shown; & = joins results of further samples; [ ] = another dose, or the depositor's remark. Unless noted, calls follow the shape of the dose curve; as a rule, active = well fitted curve in the direction sought with a large enough effect; inconclusive = small, poorly fitted or top-dose-only effect, or another doubt; inactive = no such curve, though single readings can be large; an effect the other way counts as inactive or inconclusive. Potency is read from the fitted curve at half-maximal effect. An excerpt; rates above refer to the full screens.

no. | canonical_smiles | ALDH1A1 inh | TRb-SRC2 inh | TR SRC2 fluor cs | KDM4E inh | SMN2 splice enh | Lamin A splicing | RECQ1 inh | GoLoco inh red
1 | CC12CN3CC(C)(CN(C1)C3c1ccco1)C2=O (stereo unspecified) | -4% | 3% | -1% | 4% | -23% | 1% | 17% | 2%
2 | COC(=O)c1ccc(-c2nc(-c3ccc(Br)o3)no2)cc1 | ? | -3% | 0% | -1% | 12% | 0% | -3% | -2%
3 | COc1cccc(-n2c(=S)[nH]c3ccccc3c2=O)c1 | 5% | -3% | -1% | -7% | 9% | -13%[46 µM] | i | 4%
4 | Nc1ccc2cc(Br)ccc2c1 | 18µM* | -6% | -1% | ? | -27% | . | -9% | -6%
5 | CCC(=O)c1cn(Cc2ccccc2)c2ccccc12 | -7% | 4% | 1% | 4% | . | 11%[46 µM] | -2% | 2%
6 | CCCCn1c(=O)c(C=Nc2cccnc2Cl)c(O)n(CCCCl)c1=O | ? | 5% | 1% | ? | . | 15% | 3% | 12%
7 | O=P1(NCCCl)OCCCN1CCCl (stereo unspecified) | -7%[20.9 µM] | -4%[53 µM] | 0%[53 µM] | 4%[25.5 µM] | -13%[20.6 µM] | ? | -2%[25.9 µM] | -10%[21.6 µM]
8 | c1ccc2c(N3CCNCC3)cccc2c1 | -14% | 6%&-3% | 2%&-1% | ? | -12%&-15% | ? | 0%&-1% | 9%&3%
9 | S=C(Nc1ccccc1)Nc1cccc(Br)c1 | ? | 1% | 2% | ? | -1% | . | i | 11%
10 | CCC(C)NC(=O)CN1C(=O)CN=C(c2ccccc2)c2ccccc21 (stereo unspecified) | 13% | 10% | -1% | ? | -16% | ? | -7% | 0%
11 | Cc1nn(Cc2ccccc2)c(C)c1C(=O)OCC(=O)Nc1cccc(S(N)(=O)=O)c1 | -7% | 7% | -2% | -12% | 1% | -8%[46 µM] | -7% | 8%
12 | Cc1oc(-c2ccc(Cl)cc2)nc1CS(=O)CC(=O)N1CCC2(CC1)OCCO2 (stereo unspecified) | 3% | 0% | 0% | -5% | -21% | 4% | -3% | -5%
13 | CCCCCn1c(=O)c(C(=O)Nc2nc(CC(=O)OCC)cs2)c(O)c2ccccc21 | 5% | 0% | -1% | 0% | -34%[inhibitor] | -14%[46 µM] | -12% | 0%
14 | O=C(c1ccccc1)C1NC1c1ccccc1 (stereo unspecified) | -2% | -2% | -3% | -2% | . | . | -7% | 5%
15 | CCc1ccc(N2C(=O)NC(=O)/C(=C/c3cccn3CCOc3ccc(C)cc3)C2=O)cc1 | 7% | 8% | -15% | 1% | 0% | -7% | ? | 29%
16 | CCN(CC)c1ccccc1 | 6% | -4% | -1% | . | -10% | . | -7% | 1%
17 | COc1cccc(N2C(=O)NC(=O)/C(=C/c3ccc([N+](=O)[O-])s3)C2=O)c1 | . | . | 1% | 25µM* | . | . | ? | 78%[activator]
18 | c1ccc2c(c1)[nH]c1ccccc12 | ? | 7%[201 µM] | 2%[201 µM] | . | -3% | . | -18% | -5%
19 | COc1ccc(OC)c(N2C(=O)NC(=O)C3(Cc4cc(C)ccc4N(C)C3)C2=O)c1 (stereo unspecified) | ? | 10% | 2% | 6% | -12% | -3% | 13% | 1%
20 | CN1CCN(Cc2cn3cccnc3n2)CC1 | 1% | 0% | 2% | ? | 13% | 19%[46 µM] | i | -4%
21 | CC1CC2CC(=O)C3CCCN4CCCC2[C@]34C1 (stereo partly specified) | 8% | -1% | 2% | -4% | -1% | 11% | -1% | 8%
22 | C=CCn1c(O)c(C(CC)=NCCC2=CCCCC2)c(=O)[nH]c1=O | ? | -17% | 0% | -2% | -8% | -18% | -5% | 0%
23 | CCN(CC)c1ccc(N=Cc2c(O)n(CCc3ccc(OC)c(OC)c3)c(=O)[nH]c2=O)cc1 | 2% | -7% | 4% | -1% | -101%[inhibitor] | 7% | 2% | 11%
24 | O=C(c1cc(C(=O)NCc2ccc(Cl)cc2)c(=O)n(Cc2ccc(Cl)cc2)c1)c1cc(F)ccc1O | 5% | 3% | -1% | 0% | . | 0% | 4% | 15%
25 | CCN1CCN(C(=O)Cc2coc3ccc4ccccc4c23)CC1 | 1% | -2% | -2% | -6% | 0% | -11% | i | -12%
26 | Cc1ccc2c(c1)C1CN(C)CCC1N2C(=O)COc1ccc(S(=O)(=O)N2CCOCC2)cc1 (stereo unspecified) | 8% | -9% | -3% | 5% | -14% | -4% | 1% | -3%
27 | O=[N+]([O-])c1ccc2nc(CCCc3nc4ccc([N+](=O)[O-])cc4[nH]3)[nH]c2c1 | 14µM* | -1% | -2% | -7% | -6% | ? | i | -4%
28 | CCOc1ccc(/C=C2/C(=O)NC(=O)N(CCc3ccc(F)cc3)C2=O)cc1 | 1.4µM* | 5% | -2% | -5% | 1% | -8% | 3% | 21%
29 | CCOC(=O)/C(=N\Nc1ccccc1)N1CC1 | 3% | 9% | -3% | 2% | -25% | ? | -1% | 8%
30 | CC(Cc1ccccc1Sc1ccc(O)cc1)N(C)C (stereo unspecified) | 12% | -6% | -2% | -5% | 14% | -13% | -1% | -3%
31 | CCN(CC)CCCN=C(C)c1c(O)n(-c2ccc(C)cc2)c(=O)[nH]c1=O | 5% | 2% | 2% | -3% | -6% | -5% | ? | 0%
32 | CN1CCN(c2ccc(N)cc2Cl)CC1 | -92% | 0% | 2% | ? | 9% | . | 16% | 6%

Remaining list, next part:
Each structure is followed by: ALDH1A1 inh | TRb-SRC2 inh | TR SRC2 fluor cs | KDM4E inh | SMN2 splice enh | Lamin A splicing | RECQ1 inh | GoLoco inh red
[33] O=C(O)C1=CCCN(CCOC(c2ccc(C(F)(F)F)cc2)c2ccc(C(F)(F)F)cc2)C1
 : -8% | 12% | -3% | -6% | . | . | i | 0%
[34] Cn1c(O)c(C=Nc2ccc(N3CCOCC3)cc2)c(=O)n(C)c1=S
 : 24% | 1% | -1% | 14% | -3% | -18%[46 µM] | -11% | 0%
[35] CCCCCCCCCCCCCC(=O)OC1C(C)[C@@]2(O)C(C=C(CO)C[C@]3(O)C(=O)C(C)=C[C@H]23)[C@@H]2C(C)(C)[C@]12OC(C)=O (stereo partly specified)
 : ? | 13% | -1% | ? | ? | . | i | 5%
[36] CN1C(=O)C(Cc2nc3ccccc3c(=O)n2-c2ccccc2)c2ccccc21 (stereo unspecified)
 : 1% | -13% | 0% | 0% | -13% | 15%[0.0737 µM] | 0% | 4%
[37] O=C(O)C1C2CCC(O2)C1C(=O)Nc1ccc(Cl)cc1 (stereo unspecified)
 : -4% | 3% | 1% | -27% | 1% | ? | i | 3%
[38] Cc1ccc(S(=O)(=O)NP(=O)(Oc2ccccc2)Oc2ccccc2)cc1
 : ? | 6% | -1% | 8% | -26% | -4% | 0% | -11%
[39] CCCc1[nH]nc2c1C(CCC)C(C#N)=C(N)O2 (stereo unspecified)
 : ? | -2% | 1% | -22% | -11% | -2% | -11% | 0%
[40] CCCCn1c(N)c(C(=O)OCCOC)c2nc3ccccc3nc21
 : . | 5% | -4% | ? | . | . | -3% | 8%
[41] CCN(CC)c1ccc(C=C2C(=O)N(C)C(=S)N(C)C2=O)o1
 : -14% | 3% | 2% | -2% | ? | -2% | -19% | 203%[activator]
[42] CCCCCCCC(=O)NC(Oc1ccccc1[N+](=O)[O-])C(Cl)(Cl)Cl (stereo unspecified)
 : -6% | 12% | 0% | 1% | -2% | 1% | -9% | 4%
[43] CN(C(=O)c1ccco1)C1(c2ccccc2Cl)CCCCC1=O (stereo unspecified)
 : 3% | -2% | -1% | 4% | -12% | 8% | -3% | 0%
[44] O=c1c2ccccc2nc(-c2cccs2)n1-c1ccccc1
 : ? | -9% | 1% | ? | -18% | 1% | -1% | 3%
[45] O=C(Nc1ccccc1)NC1CC2CCC(C1)N2 (stereo unspecified)
 : 0% | 0% | 0% | 26% | 0% | 2% | i | -2%

Reprinted, nos. 41 to 45
Each structure is followed by: ALDH1A1 inh | TRb-SRC2 inh | TR SRC2 fluor cs | KDM4E inh | SMN2 splice enh | Lamin A splicing | RECQ1 inh | GoLoco inh red
[41] CCN(CC)c1ccc(C=C2C(=O)N(C)C(=S)N(C)C2=O)o1
 : -14% | 3% | 2% | -2% | ? | -2% | -19% | 203%[activator]
[42] CCCCCCCC(=O)NC(Oc1ccccc1[N+](=O)[O-])C(Cl)(Cl)Cl (stereo unspecified)
 : -6% | 12% | 0% | 1% | -2% | 1% | -9% | 4%
[43] CN(C(=O)c1ccco1)C1(c2ccccc2Cl)CCCCC1=O (stereo unspecified)
 : 3% | -2% | -1% | 4% | -12% | 8% | -3% | 0%
[44] O=c1c2ccccc2nc(-c2cccs2)n1-c1ccccc1
 : ? | -9% | 1% | ? | -18% | 1% | -1% | 3%
[45] O=C(Nc1ccccc1)NC1CC2CCC(C1)N2 (stereo unspecified)
 : 0% | 0% | 0% | 26% | 0% | 2% | i | -2%
